# Bioassay records from PubChem.
# Wee1 degr inh: Wee1 degradation inhibitors, primary screen, cell-based, HeLa, Wee1K328M-luciferase, luminescence; Wee1-like protein kinase (Homo sapiens), P30291; HeLa Luc-Wee1K328M stability; 100% = proteasome inhibitor MG132 effect; reporter increase, % at 5 µM; hit rate 1.2% among 220,000; AID 1321, 2008;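 active means activation above the mean of all tested compounds plus 3 SD, set per screening run, cut at about 8.8% in these data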;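 further: cells exposed to compound for 20 h before luminescence read; 0% = DMSO alone and 100% = MG132 at 30 µM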
# MDM2 E3 inh: MDM2-luciferase reporter signal enhancers, primary screen, MDM2 E3 ligase inhibitor project, cell-based, luminescence, 1536-well. cell-based MDM2 ubiquitination luciferase reporter, 2 h; 0 = plate control, 100 = twice control, blank-subtracted. hit rate 0.11% among 210,000. signal enhancement, % at 5 µM. E3 ubiquitin-protein ligase Mdm2 (Homo sapiens), Q00987. AID 1230, 2008;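 active means signal enhancement of 30% or more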;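 further: luminescence tracks abundance of the self-degrading MDM2-luciferase fusion protein; higher signal means inhibition of MDM2 E3 ligase activity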
#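 system = mammalian cells stably expressing self-ubiquitinating, self-degrading MDM2 E3–luciferase fusion | quantity = 2000 cells per well seeded | incubation = 4 h cell settling then 2 h compound exposure, 37 °C | signal = SteadyLite luminescence, 15 min reagent step | benchmarks = plate control and blank wells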
# S1P4 antagonist: S1P4 receptor antagonists, primary screen, cell-based. S1P4-expressing cells, antagonist mode, reporter read-out. inhibition, % at 4.98 µM. hit rate 0.26% among 220,000. AID 1510, 2009; in the data active means inhibition above about 29%;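 further: 0% = wells stimulated with agonist and 100% = vehicle wells without agonist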
# Target sequence (O95977 whole entry, looked up): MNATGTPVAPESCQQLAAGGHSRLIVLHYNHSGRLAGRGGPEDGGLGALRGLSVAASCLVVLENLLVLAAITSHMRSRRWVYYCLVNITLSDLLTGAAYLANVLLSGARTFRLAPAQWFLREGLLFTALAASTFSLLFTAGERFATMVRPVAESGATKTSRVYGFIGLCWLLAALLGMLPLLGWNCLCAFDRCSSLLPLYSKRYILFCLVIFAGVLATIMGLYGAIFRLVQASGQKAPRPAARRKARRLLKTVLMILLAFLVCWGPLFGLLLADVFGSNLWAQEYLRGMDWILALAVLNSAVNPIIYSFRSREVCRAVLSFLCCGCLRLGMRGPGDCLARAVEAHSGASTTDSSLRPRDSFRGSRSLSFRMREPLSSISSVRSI
# Ba/F3 V617F tox: reduced viability of JAK2V617F-dependent Ba/F3 cells, primary screen, JAK2V617F inhibitor project, cell-based, Ba/F3 EpoR-JAK2V617F, luminescence | ATP luminescence | inhibition, % at 5.6 µM | hit rate 1.1% among 220,000;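 active means inhibition above the campaign mean plus 3 SD over all tested compounds, cut at about 24% in these data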;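 further: cytokine-independent growth of Ba/F3 cells driven by EpoR plus mutant JAK2; 0% = DMSO-treated cells and 100% = JAK inhibitor I control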
# BaF3 tox: parental Ba/F3 cell viability inhibition, counter-screen for JAK2V617F inhibitor project, murine pro-B, CellTiter-Glo luminescence; CellTiter-Glo ATP luminescence; inhibition, % at 5.6 µM; hit rate 1.1% among 220,000; AID 1486, 2009;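 active means inhibition above a per-campaign cutoff, the mean inhibition of all tested compounds plus 3 SD, cut at about 27% in these data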;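 further: 0% = DMSO wells and 100% = JAK Inhibitor I control wells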
# PERK inhibitor: block of dimerizer-induced PERK translation repression, primary screen, PERK inhibitor project, CHO PERK-DD cells, SEAP luminescence, HTS; Eukaryotic translation initiation factor 2-alpha kinase 3 (Homo sapiens), Q9NZJ5; hit rate 0.17% among 220,000; CHO PERK-DD fusion, SEAP luminescence translation reporter; AID 1416, 2008; inhibition, % at 5.6 µM;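 active means inhibition above the mean inhibition of all tested compounds plus 3 SD, set separately per screening campaign, cut at about 2.9% in these data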;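 further: PERK kinase domain activated by AP20187 dimerizer at 100 nM; 0% = DMSO with dimerizer and 100% = rapamycin at 8.4 µM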
# eIF4E 4G PPI: eIF4E–eIF4G protein interaction inhibitors, primary screen, biochemical, uHTS, TR-FRET, eIF4GI fragment; TR-FRET eIF4E-eIF4GI(517-606) binding, 2 h; hit rate 0.37% among 220,000; Eukaryotic translation initiation factor 4E (Mus musculus) + Eukaryotic translation …; inhibition, % at 21.7 µM; AID 782, 2007;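 active means inhibition above about 30%, limit read from the data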;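 further: 0% = full FRET control wells and 100% = background wells lacking eIF4GI fragment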
# S1P4 agonist: S1P4 receptor agonists, primary screen, cell-based | Sphingosine 1-phosphate receptor 4 (Homo sapiens), O95977 | activation, % at 4.98 µM | S1P4-expressing cell line, agonist reporter assay | hit rate 0.35% among 220,000 | AID 1509, 2009; in the data active means activation above about 11%;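 further: 0% = DMSO vehicle and 100% = reference agonist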
# NPY2 pot ag: NPY-Y2 potentiators or agonists, primary screen, cell-based; cells expressing NPY-Y2, potentiator/agonist read-out; activation, % at 3.6 µM; hit rate 0.45% among 220,000; AID 1359, 2008; in the data active means activation above about 27%;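 further: cells stimulated with NPY near EC25 plus isoproterenol at EC100; 0% = vehicle plus submaximal agonist and 100% = vehicle plus saturating agonist; some results beyond the cut were filed as inactive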
# Target sequence (P49146 whole entry, looked up): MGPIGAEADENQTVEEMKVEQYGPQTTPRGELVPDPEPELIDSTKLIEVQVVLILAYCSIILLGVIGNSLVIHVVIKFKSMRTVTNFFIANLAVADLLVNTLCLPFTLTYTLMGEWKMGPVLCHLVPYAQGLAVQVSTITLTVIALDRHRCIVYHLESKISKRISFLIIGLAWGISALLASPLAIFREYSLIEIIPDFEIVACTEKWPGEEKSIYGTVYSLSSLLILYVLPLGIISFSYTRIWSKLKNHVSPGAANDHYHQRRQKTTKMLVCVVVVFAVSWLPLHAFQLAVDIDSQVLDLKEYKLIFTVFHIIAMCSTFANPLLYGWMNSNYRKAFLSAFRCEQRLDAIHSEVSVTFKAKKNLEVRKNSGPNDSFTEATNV
# Active calls of the source: *; nt = not tested or not shown; [ ] = dose if it differs, or a comment.
SMILES,Wee1 degr inh,MDM2 E3 inh,S1P4 antagonist,Ba/F3 V617F tox,BaF3 tox,PERK inhibitor,eIF4E 4G PPI,S1P4 agonist,NPY2 pot ag
S=c1[nH]nc(-c2ccncc2)n1CC1CCCO1 (stereo not drawn),3,-11,-9,6,1,-0.6,-7[fluorescence artefact?],-0.1,-19
Cc1nc2c(C)cccn2c1/C(O)=C1\C(=O)C(=O)N(CCN2CCOCC2)C1c1ccncc1 (stereo not drawn),-1,-32,4,-1,3,1.1,-2,-1.4,-10
O=C(NNS(=O)(=O)c1ccccc1)c1csc(-c2cccnc2)n1,-1,-15,-14,-6,4,0.1,-4,1.0,17
Cc1cc(S(=O)(=O)N2CCCC2C(=O)N2CCOCC2)c(C)cc1Cl (stereo not drawn),0,17,1,-3,4,-0.5,-8,-0.8,2
Cc1ccc(S(=O)(=O)N(C)Cc2ccc(C(=O)N/N=C3\CC(=O)CC(C)(C)C3)cc2)cc1,-2,-1,-9,1,4,0.6,-3[fluorescence artefact?],1.1,8
CCOC(=O)c1c(C)nc2sc3c(c2c1-c1ccc(OC)cc1)NC(c1ccccc1)NC3=O (stereo not drawn),-1,-6,-11,1,3,0.6,-12[fluorescence artefact?],1.6,-2
COc1ccc(C2CC(C(F)(F)F)n3nc(C(=O)O)cc3N2)cc1 (stereo not drawn),5,-10,-1,1,-1,1.8,-2,-0.1,-24
CCCCC(=O)Nc1cccc(-c2nc3ncccc3o2)c1,-1,-6,-4,1,5,-0.2,-1,1.6,5
Cc1ccc(N2CCN(S(=O)(=O)c3ccc(F)cc3)CC2)c(C)c1,-1,-5,-4,-4,4,0.7,-1,1.7,-10
CC(=O)c1c(C)[nH]c(C(=O)OCC(=O)Nc2cc(S(=O)(=O)N3CCCCC3)ccc2C)c1C,-2,-3,3,2,8,-0.4,-2,0.4,1
NS(=O)(=O)c1ccc(N=Nc2c(=O)[nH]n3c(=O)c4c([nH]c23)CCCC4)cc1,4,-12,9,-1,-4,0.9,3,-0.3,7
CCOc1ccc(N(CC)C(=O)c2nn(-c3ccc(OC)cc3)c(=O)c3c2c2ccccc2n3C)cc1,4,-5,0,4,5,-0.2,-2,0.5,-12
Clc1ccc(-c2ccc(-c3nn4c(-c5ccco5)nnc4s3)o2)cc1,3,nt,2,-2,-2,0.0,nt,1.7,-6
COc1ccc(C(=O)c2ncc(C(F)(F)F)cc2Cl)cc1,-2,17,1,1,5,0.5,0,-0.3,7
Oc1ccccc1/C=N/c1c(-c2ccco2)nc2ccccn12,-2,-19,-8,0,6,0.8,-14[fluorescence artefact?],1.7,1
CCN1/C(=C/c2ccc3cc(C)cc(C)c3[n+]2CC)Sc2cc(C)ccc21,0,-31,-7,101*,86*,-0.3,6,-1.8,10
CC(C)Cn1cc(C(=O)N2CCN(c3ccccn3)CC2)c2c3ccccc3n(C)c2c1=O,3,-14,-25,5,9,-1.0,nt,2.5,10
COc1ccc(C2CCCN2C(=S)Nc2cccc(C)c2)cc1OC (stereo not drawn),-1,nt,-10,-3,5,1.2,3,-0.8,-10
Cc1ccc(C)c(N2CCN(CC(=O)Nc3ccc4[nH]c(=O)[nH]c4c3)CC2)c1,1,-12,-12,1,2,0.0,-2,1.7,-2
S=c1[nH]nc(NCCc2ccccc2)s1,2,-6,-18,-5,0,-0.3,8,2.3,-36

# Single records, as listed above. Order of values: Wee1 degr inh, MDM2 E3 inh, S1P4 antagonist, Ba/F3 V617F tox, BaF3 tox, PERK inhibitor, eIF4E 4G PPI, S1P4 agonist, NPY2 pot ag
# CCCCC(=O)Nc1cccc(-c2nc3ncccc3o2)c1 across the screens: -1, -6, -4, 1, 5, -0.2, -1, 1.6, 5
# S=c1[nH]nc(-c2ccncc2)n1CC1CCCO1 (stereo not drawn) across the screens: 3, -11, -9, 6, 1, -0.6, -7[fluorescence artefact?], -0.1, -19
# CC(C)Cn1cc(C(=O)N2CCN(c3ccccn3)CC2)c2c3ccccc3n(C)c2c1=O across the screens: 3, -14, -25, 5, 9, -1.0, nt, 2.5, 10
# Clc1ccc(-c2ccc(-c3nn4c(-c5ccco5)nnc4s3)o2)cc1 across the screens: 3, nt, 2, -2, -2, 0.0, nt, 1.7, -6
# COc1ccc(C2CC(C(F)(F)F)n3nc(C(=O)O)cc3N2)cc1 (stereo not drawn) across the screens: 5, -10, -1, 1, -1, 1.8, -2, -0.1, -24

# The listing continues.
SMILES,Wee1 degr inh,MDM2 E3 inh,S1P4 antagonist,Ba/F3 V617F tox,BaF3 tox,PERK inhibitor,eIF4E 4G PPI,S1P4 agonist,NPY2 pot ag
CCOC(=O)c1c(C)[nH]c(O)c1C=Nc1ccc(C(F)(F)F)cc1,-1,-7,-14,-4,3,1.2,-20,0.5,11
O=C(CCNC(=O)Cn1ccc2ccccc2c1=O)NCCc1ccc(Cl)cc1,4,4,-28,-1,4,-0.2,3,0.8,15
CCCCNC(=O)CSc1nc2ccc(N3CCOCC3)cc2c(=O)n1CCc1ccccc1,2,-21,-1,5,10,-0.1,-1,-3.4,-3
O=C1c2ccccc2-c2ncnc3c(N4CCOCC4)cc(N4CCOCC4)c1c23,1,-7,3,4,3,-0.7,-4[fluorescence artefact?],-0.2,5
CCN(CC)S(=O)(=O)c1ccc(N/N=C/c2ccccc2OCC(=O)O)c([N+](=O)[O-])c1,-1,-16,5,2,2,-0.7,2,2.3,16
O=C(Nc1ccc(F)c(F)c1)c1ccco1,5,-10,-5,-1,9,0.7,-4,0.9,-19
O=C(OCC(=O)c1ccc[nH]1)c1ccc(S(=O)(=O)N2CCCCC2)cc1,3,-8,10,7,4,-1.7,4,-3.9,2
S=c1[nH]nc(-c2cc(-c3ccco3)[nH]n2)n1-c1cccc2ccccc12,-1,-17,-12,-2,1,0.7,3,-0.2,-11
COc1ccc(-c2nc3n(c2C)CCC3)cc1,-3,-14,8,3,0,1.0,-4,1.3,0
COC(=O)c1sc(NC(=S)NC(=O)c2ccc(C)cc2)nc1C,-1,-13,12,1,0,0.3,-1,1.4,3
Cc1cccc2sc(N(CCCN(C)C)C(=O)c3ccco3)nc12,-2,-6,-10,16,8,0.4,-2,0.0,-3
CCOC(=O)/C=C1\Nc2ccccc2OC1=O,-1,-9,-8,8,17,0.6,-3,0.2,-10
COC(=O)c1ccc(C(=O)OC)c(NC(=O)COC(=O)CC2CC3CCC2C3)c1 (stereo not drawn),-1,-14,12,-3,2,0.9,-1[fluorescence artefact?],-1.9,1
O=c1cc(/C=C/c2ccccc2)oc2ccccc12,12*,-12,-1,1,0,-0.2,-1[fluorescence artefact?],0.3,4
CCOc1ccc(C(=O)Nc2cccc(-c3nc4ccccc4[nH]3)c2C)cc1[N+](=O)[O-],2,nt,-10,2,0,-1.1,0,-1.2,-8
COCCOC(=O)C1=C(C)NC(=O)NC1c1c(Cl)nc2c(C)cccn2c1=O (stereo not drawn),-2,-8,-14,0,6,1.1,2[fluorescence artefact?],4.7,1
O=[N+]([O-])c1ccc(/C([O-])=C(/C(=S)Nc2ccccc2F)[n+]2ccccc2)cc1,4,-11,-6,2,7,1.1,-1,2.2,-1
Cc1ccc(NC(=O)c2ccc(C#CC3(O)CCCCC3)cc2)cc1C,0,3,-19,2,2,2.2,-1,1.6,0
C=CCOc1ccc2c(c1)c(S(=O)(=O)c1ccc(C)cc1)cn2COC,2,-11,-4,-1,2,0.3,nt,-1.3,7
Oc1ccc(COCc2ccccc2)c2cccnc12,1,-16,-7,9,1,-0.8,-1,0.2,-4
CCOc1ccc(/C=N/NC(=O)Cc2csc(Nc3cccc(C(F)(F)F)c3)n2)c(OCC)c1,0,-18,-3,-2,-1,-0.3,-6[fluorescence artefact?],0.5,-6
CCc1ccc(NC(=O)COC(=O)/C(=C/c2ccccc2OC)c2ccccc2)cc1,-1,-11,2,0,6,0.8,3,-1.4,-14
CCCCCN(C(=O)CCCSc1nncs1)c1c(N)n(CCCC)c(=O)[nH]c1=O,0,22,0,4,9,0.9,0,0.4,-9
CC(C)C(OC(=O)/C=C/c1ccc2c(c1)OCO2)C(=O)NC(N)=O (stereo not drawn),0,-8,-22,3,5,-0.6,1,1.4,0
CCOC(=O)c1cnn(-c2ccccc2)c1-c1ccccc1,2,0,3,2,7,-0.5,-1,1.4,-6
N=C1/C(=C\c2ccc(OC(=O)c3ccco3)cc2)C(=O)N=C2SC=NN12,0,-90,6,5,3,0.2,-4,-0.6,5
CCn1cc([N+](=O)[O-])c(C(=O)N2N=C(c3ccc(O)c(OC)c3)CC2c2ccccc2O)n1 (stereo not drawn),-1,9,-9,-3,1,-0.5,4,0.5,19
O=C(N/N=C/c1c[nH]c2ccc(Br)cc12)c1ccc2c(c1)OCO2,-1,-8,-10,-4,-2,0.2,9,-0.1,18
Clc1ccc(OCCSc2ncccn2)c2ccccc12,-3,-5,-13,7,1,-0.8,0[fluorescence artefact?],-1.9,-10
Oc1ccc(Cl)cc1-c1cc(-c2ccccc2Cl)[nH]n1,0,-3,0,-1,3,0.1,6,0.3,17
Cc1ccc2c(CC(=O)NNC(=O)c3ccccc3)coc2c1,0,-8,7,1,6,1.1,-6[fluorescence artefact?],0.1,-4
CCc1nn(C(C)C(=O)N2CCc3ccccc3C2)c(=O)c2cc3occc3n12 (stereo not drawn),-3,-1,-6,-2,7,-0.6,-5,1.4,-4
Oc1cccc(/C=N/Nc2cccc3cccnc23)c1,-1,-24,5,2,5,-0.5,1,0.8,3
C=CCn1c(SCC(=O)Nc2ncc(Cc3ccc(C)c(Cl)c3)s2)nnc1-c1ccncc1,-4,1,1,0,6,1.2,3[fluorescence artefact?],0.2,7
COc1ccc2oc3cc(C)[n+]([O-])c(-c4ccc(Cl)cc4)c3c2c1,-2,-4,-12,4,5,-1.5,2,-0.5,0
CCOC(=O)c1c(C)n(CC(O)CN(CC)CC)c2cc(Br)c(OC)cc12 (stereo not drawn),1,5,-2,1,12,-0.2,-2,-0.5,-21
O=C1c2ccccc2C(=O)N1OCCOCCOCCON1C(=O)c2ccccc2C1=O,-2,-24,-9,0,6,0.6,-5,-0.1,-1
CCN1C(=O)/C(=C\N2CCN(c3cccc(Cl)c3)CC2)SC1=S,-1,-5,-10,0,3,-0.2,-1,1.6,-9
